Assay outcomes as filed in PubChem BioAssay.
Diaph act CS: diaphorase activation or chemical reduction counter-screen. Diaphorase/resazurin coupled assay, resorufin fluorescence, 16 min; hits give high values; 1 = vehicle wells, 0 = NADH-free wells. activation factor at 20 µM. actives 0.005% (n = 190,000). AID 1229;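 active = diaphorase activity raised at least twofold by the compound at 20 µM; inactive = activation factor below 2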
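Assay system: bacterial diaphorase enzyme (C. kluyveri) / Input: enzyme 0.07 U/mL final / Medium: 50 mM HEPES pH 7.4 with 4.542 mM MgCl2, 0.005% Tween 20 / Doses: single compound dose of 20 µM, 1% DMSO final / Incubation: 16 min enzyme reaction, ambient temperature / Signal: fluorescence, excitation 544 nm and emission 590 nm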
S1P3 antag: antagonists of human S1P3 receptor; Q99500; CHO S1P3 NFAT-BLA reporter, FRET fluorescence, antagonist mode; inhibition, % at 4.98 µM; actives 0.27% (n = 170,000); AID 485;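 active = inhibition above the plate cutoff, the mean inhibition of test wells on that plate plus 3 SD, cut at about 28% in these data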;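 note: cells challenged with S1P at its EC80 of 0.8 µM; blue over green emission ratio from cleaved BLA substrate after 4 h stimulation; 0% = S1P-stimulated wells and 100% = unstimulated DMSO-only wells; some compounds past the cut are filed as inactive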
Target sequence (Q99500 whole entry, looked up): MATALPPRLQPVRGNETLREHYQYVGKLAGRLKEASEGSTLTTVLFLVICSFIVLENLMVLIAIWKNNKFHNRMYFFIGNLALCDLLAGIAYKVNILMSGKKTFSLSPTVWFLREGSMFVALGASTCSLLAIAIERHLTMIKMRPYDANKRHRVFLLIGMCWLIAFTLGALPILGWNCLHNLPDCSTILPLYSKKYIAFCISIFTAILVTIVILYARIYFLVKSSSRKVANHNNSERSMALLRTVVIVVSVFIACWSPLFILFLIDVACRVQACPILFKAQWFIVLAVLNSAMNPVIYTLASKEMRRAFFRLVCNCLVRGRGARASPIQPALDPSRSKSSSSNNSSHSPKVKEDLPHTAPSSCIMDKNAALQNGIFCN
TLR4-MyD88 BLA: blocks binding of human TLR4 to MyD88. AID 861. inhibition, % at 8.4 µM. HeLa CL3-4 TLR4/MyD88 BLA complementation, FRET ratio. O00206+Q99836. actives 0.18% (n = 200,000); in the data active = inhibition above about 25%;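 note: 0% = vehicle and 100% = reference inhibitor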
Hsp70 activator: switches on Hsp70 transcription | actives 0.04% (n = 200,000) | activation, % at 10 µM | AID 1203 | HeLa Hsp70 promoter luciferase reporter, luminescence; scaled: vehicle 0, proteasome-inhibitor control 100%;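 active = activation above the mean across all tested compounds plus 3 SD, cutoff set per campaign, cut at about 5.5% in these data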;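 note: 100% = MG132 at 30 µM as the positive control and 0% = DMSO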
Diaphorase inh: diaphorase inhibition or chemical oxidation counter-screen. actives 0.69% (n = 190,000). diaphorase resazurin-to-resorufin fluorescence, NADH, 16 min; bacterial (C. kluyveri) enzyme, not human. inhibition, % at 20 µM;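 active = primary screen inhibition at 20 µM above a set limit, cut at about 50% in these data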;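 note: plate controls were DMSO with full reaction for no effect and wells lacking NADH for full effect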
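Test system: bacterial diaphorase enzyme (C. kluyveri); Quantity: 0.14 U/mL diaphorase, enzyme working solution; Times: reaction incubation of 16 min at room temperature; Measured by: fluorescence of resorufin formed from resazurin, Ex 544/Em 590 nm; Benchmarks: positive control minus NADH, DMSO neutral control.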
Redox H2O2 prof: compounds producing H2O2 with reducing agent – biochemical, NIH compound library profiling, artefact control for MLSCN library redox annotation, primary screen | DTT-dependent redox cycling H2O2, phenol red/HRP absorbance; 100% = 100 µM peroxide control, 0% = buffer | actives 0.03% (n = 200,000) | activation, % at 10 µM;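 active = activation of at least 50% relative to the plate's high and low controls in the primary single-dose screen; inactive = activation below 50%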;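 note: compound incubated with DTT at 0.8 mM final as the reducing agent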
PMI act: phosphomannose isomerase (human) activation; P34949; purified human PMI, coupled resazurin fluorescence, 20 min; hits give high values; 1 = vehicle control, 0 substrate-free wells; activation factor at 20 µM; actives 0.005% (n = 190,000); AID 1214;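 active = activation factor of 2 or more at 20 µM, relative to plate controls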
Target sequence (P34949 whole entry, looked up): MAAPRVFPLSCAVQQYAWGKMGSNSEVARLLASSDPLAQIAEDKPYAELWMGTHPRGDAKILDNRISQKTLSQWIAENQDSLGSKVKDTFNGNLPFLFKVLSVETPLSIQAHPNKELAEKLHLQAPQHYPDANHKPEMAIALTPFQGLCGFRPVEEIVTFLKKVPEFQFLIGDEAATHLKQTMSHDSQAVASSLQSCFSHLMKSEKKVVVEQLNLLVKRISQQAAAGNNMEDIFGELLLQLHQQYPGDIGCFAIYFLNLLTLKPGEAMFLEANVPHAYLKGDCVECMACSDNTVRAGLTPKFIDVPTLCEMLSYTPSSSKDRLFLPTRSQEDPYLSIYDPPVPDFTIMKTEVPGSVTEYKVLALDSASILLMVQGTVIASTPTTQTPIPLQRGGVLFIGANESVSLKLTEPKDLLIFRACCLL
G6PDH counter: inhibits Leuconostoc G6PDH, flagging false hits in G6PDH-based assays; inhibition, % at 5 µM; actives 0.12% (n = 200,000); Purified L. mesenteroides G6PDH, diaphorase/resazurin coupled fluorescence, 45 min
RAM network inh: blocks the yeast RAM network; inhibition, % at 50 µM; actives 1.8% (n = 190,000); S. cerevisiae dse1pr::URA3 reporter, 5-FOA growth OD615, 2 d; analog-sensitive cbk1-as2 kinase mutant strain; AID 868;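 active = inhibition above a set limit, 3 SD over mean compound inhibition, cut at about 8.4% in these data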;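 note: 0% = DMSO-only wells with no growth and 100% = 10 µM 1-NA-PP1 full growth; inhibition rescues growth on 5-FOA so higher OD means more RAM inhibition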
Lmaj promast: inhibitors of Leishmania major promastigote growth. Leishmania major promastigotes, resazurin fluorescence viability. actives 9% (n = 200,000). inhibition, % at 10 µM. AID 1063;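 note: promastigotes grown with compound for 44 hours at 28 °C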
PMI act hi M6P: activators of human phosphomannose isomerase at near-saturating mannose 6-phosphate | activation factor at 20 µM | P34949 | actives 0.34% (n = 190,000) | coupled PMI enzyme assay, resazurin fluorescence, 20 min; hits give high values; 1 = untreated enzyme, 0 = substrate-free blank;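 active = activation factor of 2 or more at 20 µM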
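test system = human PMI in coupled enzyme assay | medium = HEPES-buffered pH 7.4 with magnesium and detergent | also added = 1.0 mM mannose-6-phosphate substrate with 0.22 mM NADP+ | compound = 20 µM single dose | times = 20 min incubation at room temperature | measured by = resorufin fluorescence (Ex 544/Em 590 nm) from resazurin via diaphorase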
Starred values were filed as active, the others as inactive; x = not tested or not shown. Cut-off read from the data, not from the text of the source, unless noted: active = inhibition above about 50%; inactive = the rest.

Every second line gives: Diaph act CS | S1P3 antag | TLR4-MyD88 BLA | Hsp70 activator | Diaphorase inh | Redox H2O2 prof | PMI act | G6PDH counter | RAM network inh | Lmaj promast | PMI act hi M6P
#1 O=C(NCc1cccnc1)NC1CC(=O)N(c2ccc3c(c2)OCCO3)C1 (stereo unspecified)
  0.8 | -17 | 2 | -0.1 | 17 | -0.1 | 1 | 5 | 3.0 | -8 | 0.9
#2 Cc1ccc(NS(C)(=O)=O)c(C(=O)c2ccccc2)c1
  0.9 | x | -2 | 0.0 | 10 | 0.0 | 1 | 17 | -0.2 | 10 | 1.1
#3 Cc1ccc(NC(=O)C2CC(=O)Nc3nncn32)cc1 (stereo unspecified)
  1 | -20 | -9 | -0.1 | -2 | 0.2 | 1 | 2 | 1.9 | -2 | 1
#4 CCCn1nnnc1NC(=O)c1cc(Br)ccc1OC
  0.9 | -7 | 0 | -0.1 | 10 | 11 | 1 | 4 | 0.7 | -11 | 1.1
#5 Cc1cc(N/N=C/c2ccc(Cl)cc2Cl)nc(NCc2ccccc2)n1
  1 | -1 | -5 | -0.4 | 5 | 2.4 | 0.8 | -4 | -1.4 | 62* | 0.9
#6 CCN1CCN(C(=S)Nc2ccc(C(C)=O)cc2)CC1
  1 | 3 | -21 | 0.2 | -2 | 0.6 | 1 | -4 | 0.6 | 6 | 1.1
#7 CCn1nnnc1SCC(=O)N1c2ccccc2Sc2ccccc21
  0.9 | x | -1 | -0.1 | 7 | 1.6 | 1 | -1 | -0.4 | -1 | 1.1
#8 CCCCC(=O)NC(NC(=S)N1CCOCC1)C(Cl)(Cl)Cl (stereo unspecified)
  1 | x | 10 | -0.4 | 4 | 0.0 | 0.9 | 11 | 1.0 | -5 | 1
#9 COC(=O)CSc1nnc([C@H](Cc2ccccc2)NC(=O)OC(C)(C)C)o1
  0.9 | -2 | -1 | -0.5 | 14 | 3.6 | 1 | 3 | 1.5 | -2 | 1
#10 O=S(=O)(/N=C/c1ccccc1O)c1cccs1
  0.8 | 0 | -1 | -0.5 | 18 | 2.2 | 0.9 | 2 | 0.8 | -7 | 0.9
#11 CCc1ccc(NC(=O)Nc2ccncc2)cc1
  1 | -1 | -7 | 0.1 | -3 | 0.0 | 1 | 11 | -0.2 | 25 | 1.1
#12 COc1ccc(NC(=O)C2CCCN(c3c4c(nc5ncnn35)CCC4)C2)cc1OC (stereo unspecified)
  0.9 | -39 | 2 | -0.1 | 7 | 2.7 | 1.1 | 8 | 1.4 | -1 | 1
#13 Cn1c(=O)c(=O)n(C)c2cc(S(=O)(=O)N3CCN(C4CCCCC4)CC3)ccc21
  1 | x | 0 | -0.5 | -2 | -2.1 | 1.1 | 4 | -1.0 | -2 | 1.1
#14 CCCCn1c(N)c(S(=O)(=O)c2ccc(C)cc2)c2nc3ccccc3nc21
  0.8 | -6 | 8 | -0.2 | 24 | 0.9 | 0.8 | 1 | 9.5* | 56* | 0.8
#15 CC(C)(C)NC(=O)CSc1nnc(-c2ccncc2)n1Cc1ccccc1
  1 | -16 | 19 | -0.2 | -2 | -3.6 | 1.1 | 7 | -0.6 | 0 | 1.1
#16 O=C(Nc1ccc(Cl)cn1)c1cccc(F)c1
  0.9 | -4 | 2 | 0.0 | 12 | 0.1 | 1 | 3 | 0.5 | 1 | 1
#17 Cc1ccc(-c2nnnn2CS(=O)(=O)c2ccccc2)cc1
  0.9 | -25 | -12 | -0.1 | 13 | 1.9 | 0.9 | 13 | 4.2 | 2 | 0.9
#18 O=C(NCn1cnccc1=O)c1ccccc1
  0.9 | x | -1 | -0.1 | 11 | -1.4 | 0.9 | 3 | -1.7 | -4 | 1
#19 S=C(NCc1ccc(Cl)cc1)NC12CC3CC(CC(C3)C1)C2
  0.8 | x | 5 | -0.2 | 21 | -3.8 | 0.8 | 4 | 5.2 | 36 | 0.9
#20 Cc1ccc(C)c(NC(=O)COC(=O)CC2c3ccccc3CCN2S(=O)(=O)c2ccc(F)cc2)c1 (stereo unspecified)
  0.8 | 4 | -13 | -0.3 | 17 | -0.3 | 0.9 | 0 | 6.1 | 11 | 0.9
#21 Nc1ccc(-n2nnnc2CN2CCOCC2)cc1
  0.9 | 22 | -2 | 0.0 | 11 | -0.6 | 1 | -8 | 0.4 | 34 | 1.1
#22 CCc1nnc(NC(=O)Cn2c(=O)oc3ccccc32)s1
  0.9 | x | 6 | -0.3 | 11 | 0.2 | 1 | -1 | 2.2 | 1 | 1
#23 CC(=O)c1c(C)[nH]c(C(=O)Nc2cccc(S(=O)(=O)N(C)c3ccccc3)c2)c1C
  0.8 | 8 | -5 | 0.1 | 21 | -0.4 | 1 | -4 | 5.4 | 95* | 0.9
#24 CC(C)C(=O)NC(Nc1ccc(S(N)(=O)=O)cc1)C(Cl)(Cl)Cl (stereo unspecified)
  1 | -4 | 0 | -0.4 | 1 | -0.1 | 0.9 | 12 | -0.4 | 3 | 1
#25 Cc1nc2ccc(C(=O)N3c4ccccc4CC3C)cc2s1 (stereo unspecified)
  0.8 | -1 | -5 | 0.0 | 16 | -0.1 | 0.9 | 6 | 1.0 | 0 | 0.9
#26 Cc1ccccc1N=C1SCC(=O)N1Cc1ccccc1
  0.9 | 4 | -1 | 0.5 | 15 | -0.5 | 0.9 | 4 | 0.4 | 22 | 0.9
#27 C=C(C)C1CC=C(C)/C(=N/NC(=O)c2ccc(NC(=O)c3cccc(C)c3)cc2)C1 (stereo unspecified)
  0.8 | x | 5 | 0.0 | 20 | -4.1 | 1 | 11 | -0.4 | 100* | 1
#28 CC(/C=C1\SC(=S)N(NC(=O)c2cccc(O)c2)C1=O)=C\c1ccccc1
  0.7 | 15 | 11 | -0.4 | 26 | -0.3 | 0.7 | 16 | 8.4 | -1 | 0.8
#29 CCOC(=O)N1CCN(C(=O)c2ccc(CS(=O)(=O)c3c(Cl)cccc3Cl)o2)CC1
  1 | -19 | -4 | -0.4 | 3 | -0.4 | 1 | -11 | 3.2 | -5 | 1
#30 O=C(/C=C/c1cn(CC(O)CN2CCCCC2)c2ccccc12)c1cccs1 (stereo unspecified)
  0.9 | 32* | 22 | -0.2 | 11 | -0.2 | 0.8 | 18 | 1.2 | 99* | 0.8

Reformatted screen by screen: entries from further up
15) CC(C)(C)NC(=O)CSc1nnc(-c2ccncc2)n1Cc1ccccc1
21) Nc1ccc(-n2nnnc2CN2CCOCC2)cc1
22) CCc1nnc(NC(=O)Cn2c(=O)oc3ccccc32)s1
Screen / compound no.,15,21,22
Diaph act CS,1,0.9,0.9
S1P3 antag,-16,22,x
TLR4-MyD88 BLA,19,-2,6
Hsp70 activator,-0.2,0.0,-0.3
Diaphorase inh,-2,11,11
Redox H2O2 prof,-3.6,-0.6,0.2
PMI act,1.1,1,1
G6PDH counter,7,-8,-1
RAM network inh,-0.6,0.4,2.2
Lmaj promast,0,34,1
PMI act hi M6P,1.1,1.1,1

Next part:
Every second line gives: Diaph act CS | S1P3 antag | TLR4-MyD88 BLA | Hsp70 activator | Diaphorase inh | Redox H2O2 prof | PMI act | G6PDH counter | RAM network inh | Lmaj promast | PMI act hi M6P
#31 COc1cccc(-n2nnc(S(=O)(=O)c3ccc(C)cc3)c2N)c1
  0.8 | -13 | -2 | -0.1 | 17 | 0.1 | 0.9 | -1 | 0.4 | 2 | 0.8
#32 O=C(COC(=O)C1CC2C=CC1C2)Nc1ccc2c(c1)OC(F)(F)O2 (stereo unspecified)
  0.7 | x | -4 | -0.4 | 25 | 0.5 | 0.9 | 1 | -1.2 | -5 | 0.6
#33 O=C(COC(=O)c1cccc([N+](=O)[O-])c1)NCC1CCCO1 (stereo unspecified)
  1 | 10 | -7 | -0.1 | 3 | -1.1 | 1.1 | 16 | 0.8 | -3 | 1
#34 CCOC(=O)C1CCN(C(=O)c2cc3ccccc3oc2=O)CC1
  1.1 | 4 | 10 | -0.1 | -15 | -0.7 | 1 | 12 | 3.6 | -8 | 1
#35 CCOC(=O)c1ccc(NC(=O)NC2CC3CCC(C2)N3Cc2nnnn2Cc2ccco2)cc1 (stereo unspecified)
  0.9 | x | 0 | -0.3 | 11 | 2.1 | 0.9 | 2 | 1.3 | 1 | 1
#36 COc1ccc(CCNc2oc(Cc3cccc4ccccc34)nc2C#N)cc1OC
  0.7 | -1 | 1 | -0.2 | 27 | 0.4 | 0.7 | -16 | 5.5 | 25 | 0.8
#37 COc1ccccc1-c1nnc(NC(=O)c2ccc(S(=O)(=O)N(C)Cc3ccccc3)cc2)o1
  1 | -26 | 5 | 1.2 | 1 | 0.9 | 1.3 | 3 | 5.2 | 97* | 1.3
#38 Cc1ccc(O)c(-c2cc(C(F)(F)C(F)F)nc(-c3ccccc3)n2)c1
  0.9 | 0 | -3 | -0.1 | 7 | 2.9 | 1 | 4 | 9.6* | -8 | 1
#39 C=CCC1(CC=C)CCCN1C(=O)CC1C(=O)NCCN1Cc1cc(OC)cc(OC)c1 (stereo unspecified)
  0.9 | -9 | 1 | 0.1 | 12 | -1.6 | 0.9 | 4 | 0.0 | -1 | 0.7
#40 CCCOc1ccccc1Nc1nnc(C)c(=O)[nH]1
  0.9 | -8 | -15 | -0.2 | 6 | 0.6 | 1 | 2 | -0.6 | -1 | 1
#41 CCN(CC)C(=O)Cn1cc(SCC(=O)NC)c2ccccc21
  1 | -15 | -8 | -0.2 | 5 | -0.3 | 1.1 | 9 | -0.4 | -4 | 1
#42 Cc1c(C(=O)N2CCOCC2)[nH]c2ccc(OCc3ccccc3)cc12
  1 | x | 1 | -0.5 | -2 | 0.5 | 1 | 5 | 0.5 | 89* | 1
#43 CCCCCNC(=O)CN(c1ccc2c(c1)OCO2)S(C)(=O)=O
  0.9 | x | -2 | -0.4 | 9 | 1.0 | 1.1 | 5 | 0.7 | -3 | 1

Sorted by the number under RAM network inh (high to low): some entries from above.
item	Compound	RAM network inh
9	COC(=O)CSc1nnc([C@H](Cc2ccccc2)NC(=O)OC(C)(C)C)o1	1.5
31	COc1cccc(-n2nnc(S(=O)(=O)c3ccc(C)cc3)c2N)c1	0.4
15	CC(C)(C)NC(=O)CSc1nnc(-c2ccncc2)n1Cc1ccccc1	-0.6
